# IkB sig inh: suppresses IkB signaling in ABC-DLBCL reporter cells; ABC-DLBCL IkBa-CBG/CBR dual luciferase ratio, 4 h; response scale: scaled: untreated 0%, proteasome inhibitor 100%; Potency, µM (series often up to 57.1 µM), inactives show at the highest dose IkBa stabilization activation; 110,000 compounds, 0.04% hits; active = well fitted curve in the direction sought with a large enough effect in the signal ratio, not every such curve was filed as active; inconclusive = small, poorly fitted or top-dose-only effect, or a change in a side signal; the % refers to the signal ratio;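 note: the direction sought is a rising ratio; 0% = basal untreated cells and 100% = reference inhibitor full response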
#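 In this assay, an IκBα–CBG68 fusion accumulates when IKK-driven degradation is blocked; native CBR normalizes for cell number. OCI-Ly3 cells were treated 4 h with compound and doxycycline, then green and red light read after Chroma-Glo addition.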
# Peg3 imprint: genomic imprint erasure induction. mouse ES Peg3-LacZ reporter, beta-gal luminescence, 40 h. Potency, µM (top dose mostly 60.7 µM), for inactives: at the highest dose activity change, positive = activation, most hits filed as activators. 110,000 compounds, 0.02% hits;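 note: 0% = negative control wells on the plate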
#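 Gelatin-coated wells received 300 freshly trypsinized female ES cells with a Peg3LacZ-Neo reporter on the maternal allele, then incubated 40 hours at 37C. BetaGlo was added for 5 minutes at room temperature before a single luminescence read.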
# p53ts 32C kill: kills p53ts cells at the permissive temperature | H1299-p53A138V at 32C, ATP luminescence viability, 24 h | Potency, µM (highest dose often 46.1 µM), for the others: top-dose activity change, negative = cytotoxicity, most hits filed as cytotoxic | 130,000 compounds, 0.93% hits;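 note: 0% = DMSO and -100% = full killing by reference compound; nearly all actives have a fitted effect of over 55% in size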
#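 ATP-content luminescence (ATPlite) read-out after 24 h compound exposure at 32C in H1299-p53A138V cells (600/well). Tested up to 46 uM. Normalized to DMSO (0%) and 100 uM tamoxifen (100% killing); Hill-fit AC50.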
# p53ts 39C kill: kills p53ts cells at the nonpermissive temperature; Potency, µM (doses to about 46.1 µM), without a hit: at the top dose activity change, negative = cell killing, actives largely listed as cytotoxic; 130,000 compounds, 1.5% hits; H1299-p53A138V viability at 39C, ATP luminescence, 24 h; note: nearly all actives have a fitted effect of over 55% in size
# * hit, by the source's call; ? = inconclusive; nt = not tested or not shown; & = joins results of further samples; [ ] = remark or other dose. Unless noted, calls come from the whole dose curve; as a rule, active = well fitted curve in the direction sought with a large enough effect; inconclusive = small, poorly fitted or top-dose-only effect, or another doubt; inactive = no such curve, though single readings can be large; an effect the other way counts as inactive or inconclusive. Unless noted, % is set by controls: 0 for no effect and ±100 for the full control effect; potency is the fitted concentration of half-maximal effect.
SMILES,IkB sig inh,Peg3 imprint,p53ts 32C kill,p53ts 39C kill
O=C(CSc1nnc(-c2ccc(Cl)cc2)n1Cc1ccco1)Nc1ccc2c(c1)OCCO2,?,-19%,-1%,-4%
COc1ccc(-c2nnn(CC(=O)N(Cc3cccs3)C(C)C(=O)NC3CCCC3)n2)cc1OC (stereo not drawn),-2.2%,-9%,-5%,-12%
CCN1c2cc(C)ccc2-n2cccc2C12CCN(C(=O)Nc1cc(OC)c(OC)c(OC)c1)CC2,0.3%,-7%[10.9 µM],12%,-1%
CC(C)OC(=O)C(C#N)c1nc2ccccc2nc1N1CCCC1 (stereo not drawn),nt,nt,4%,9%
CCOc1ccc(C2C(C#N)=C(N)Oc3cc(C)n(CCN(C)C)c(=O)c32)cc1OCC (stereo not drawn),1.8%,-10%,13%,23%
Cc1ccc(C(=O)Nc2cccc3cccnc23)cc1Cl,-0.1%,?,-2%,13%
CC1CCN(S(=O)(=O)c2cc(Br)cc(C(=O)NC3=NCCS3)c2)CC1,?,-18%,-1%,-2%
COc1ccc(CC(=O)Nc2sc3c(c2C(=O)Nc2c(C)cccc2C)CCCCC3)cc1,0.4%,-9%[10.9 µM],-3%,14%
COc1ccccc1OCC(O)CN1CCN(CC(=O)Nc2c(C)cccc2C)CC1 (stereo not drawn),nt,-13%&-6%,10%,-14%
COc1ccc(-n2c(SCC(=O)NCc3ccc(C)cc3)nc3n[nH]c(C)c3c2=N)cc1,0.2%,-8%[10.9 µM],1%,-16%
Cc1cccc(Cn2c(=O)c3c(nc4n3CCCN4Cc3ccccc3)n(C)c2=O)c1,1.6%,-25%,2%,24%
CC(=O)NCCc1csc(-c2ccccc2)n1,0.4%,2%,6%,3%
CCOc1nc(C#N)nc(N2CCCCC2)n1,?,-11%,1%,-7%
CCc1ccc(-n2nc(C)c3c(C(=O)Nc4cc(OC)cc(OC)c4)cc(C)nc32)cc1,?,-3%[10.9 µM],0%,-5%
CCOC(=O)N1CCN(C(=O)c2csc3c2CCCCC3)CC1,1.8%,4%,0%,1%
COCCNC(=O)Cn1ncc2ccsc2c1=O,1.1%,2%,-6%,-4%
Cc1ccccc1C(=O)Nc1c(C(=O)N2CCCC2)cnn1-c1ccccc1,0.3%,9%,-1%,1%
CC(C)c1cc(C(=O)NCc2ccccc2)no1,?,-5%[10.9 µM],1%,1%
O=C(NCCCNC1CCCCC1)c1ccc(/C=N/O)nc1,-1.9%,-6%,19%,-3%
Oc1c(C(c2cccc(F)c2)N2CCN(Cc3ccccc3)CC2)sc2ncnn12 (stereo not drawn),0.1%,-19%,9%,0%
O=C(CSc1nccn1Cc1ccco1)Nc1ccc(OC(F)(F)F)cc1,0.2%,-3%[10.9 µM],-4%,-16%
Cc1ccccc1-c1noc(N)c1C#N,9.2%,-36%[inhibitor],3%,21%
CCCn1c(C)nc2c(NCCCCN3CCCC3)nc(C)nc21,nt,-11%,3%,-4%
COc1ccc(NC(=O)CNC(=O)Cn2c(C)cc3ccccc3c2=O)cc1OC,?,-17%[10.9 µM],-11%,29%
Cn1c(Cn2nnc3ccccc32)nnc1SCC(=O)c1ccc(F)cc1,0.4%,-14%,-13%,-4%
C[C@@H](C(=O)Nc1ccc2ccccc2c1)[C@@H]1C[C@@]1(C)[C@@H](NC(=O)Oc1ccc(F)cc1)c1ccccc1,nt,-4%,0%,-6%
CCOc1ccccc1CNC(=O)CSc1nnc(C)c2c(C)n(-c3ccccc3)nc12,?,-5%[10.9 µM],7%,18%
NC(=O)c1c(NC(=O)CN2C(=O)CCC2=O)sc2c1CCCCC2,-0.2%,-16%,-7%,-9%
COc1cc(OC)c(N(C)C(=O)c2sc3nc4n(c(=O)c3c2C)CCCC4)cc1Cl,?,-8%[10.9 µM],33%[activator],26%
Cc1nn2c(-c3cccc(NC(=O)CN4CCOCC4)c3)nnc2c2ccccc12,-8.4%,-11%,-6%,-7%
Cc1ccc(NC(=O)NC(=O)CN2C(=O)NC3(CCCCCCC3)C2=O)c(C)c1,7.2%,-6%,1%,-15%
CCn1c(CNc2ccc(Cl)cc2)nnc1SCC(=O)NCc1ccccc1,3.2%,-4%,-6%,-13%
CSc1nc2nc(C)cc(-c3ccccc3)n2n1,-5.5%,-20%,0%,8%
O=C1c2ccccc2-c2ccc(N(Cc3ccc(Br)cc3)Cc3ccc(Br)cc3)cc21,-0.4%[11.4 µM],-10%[10.9 µM],5%[9.22 µM],-8%[9.22 µM]
N#CCSc1nnc(C2CCCCC2)n1-c1ccccc1,0.0%,-14%,6%,-1%
OC1C=CSc2nc3ccccc3n21 (stereo not drawn),?,-27%,-6%,-4%

# Some of these compounds in order of their number in Peg3 imprint, high to low:
compound	Peg3 imprint
COCCNC(=O)Cn1ncc2ccsc2c1=O	2%
C[C@@H](C(=O)Nc1ccc2ccccc2c1)[C@@H]1C[C@@]1(C)[C@@H](NC(=O)Oc1ccc(F)cc1)c1ccccc1	-4%
O=C(NCCCNC1CCCCC1)c1ccc(/C=N/O)nc1	-6%
Oc1c(C(c2cccc(F)c2)N2CCN(Cc3ccccc3)CC2)sc2ncnn12 (stereo not drawn)	-19%
Cc1cccc(Cn2c(=O)c3c(nc4n3CCCN4Cc3ccccc3)n(C)c2=O)c1	-25%
OC1C=CSc2nc3ccccc3n21 (stereo not drawn)	-27%

# Further structures follow:
SMILES,IkB sig inh,Peg3 imprint,p53ts 32C kill,p53ts 39C kill
COc1ccc(C)cc1NS(=O)(=O)c1ccc(-c2cnc(C3CC3)o2)cc1,3.3%,-26%[10.9 µM],4%,?
CCNc1nc(NOC)nc(OCC#N)n1,nt,nt,-7%,-15%
O=C(O)CN1C(=O)c2cccc(Oc3ccc(Cl)cc3)c2C1=O,-3.9%,-17%,5%,12%
Cc1c2cnn(CC(=O)NCCc3ccccc3)c(=O)c2c(C)n1Cc1ccccc1Cl,?,-2%[10.9 µM],15%,?
CC1(C(=O)N(CC(=O)NC2CCCC2)C2CCCC2)CC(=O)N=C2C=CC=CN21 (stereo not drawn),-0.8%,4%,3%,-4%
Cc1ccccc1C1=CCN(c2ncc(NC(=O)c3ccc(Cl)cc3)cc2C(=O)O)CC1,?,13%[10.9 µM],-2%,-12%
Cn1c(C(=O)N2CCc3ccccc3C2)cc2c(=O)n3ccccc3nc21,-1.2%,-17%,-2%,-17%
Cc1ccc(OCC(=O)Nc2cccc3ccc(C)nc23)c(C)c1,0.4%,-9%[10.9 µM],-3%,18%
COc1cccc2[nH]c3c(N4CCC(C(N)=O)CC4)ncnc3c12,1.6%,-3%,2%,-2%
CCc1ccccc1Nc1nc2cc(Cl)c(Cl)cc2nc1-n1nc(C)cc1C,2.8%,-5%[10.9 µM],9%,2%
Cc1ccc(C(c2nnnn2Cc2cccs2)N2CCN(Cc3ccc4c(c3)OCO4)CC2)cc1 (stereo not drawn),?,-19%,4%,9%
CCCc1nnc(SCC(=O)N2CCOCC2)n1CCCOC,0.4%,-1%,-1%,3%
COc1cc(C2CC(=O)Nc3c2c(=O)nc2c(C)cccn32)cc(OC)c1OC (stereo not drawn),-1.3%,-4%[10.9 µM],-8%,20%
CNc1nnc(-c2ccc(N(C)C)cc2)s1,nt,nt,6.3µM*,7.9µM*
CCCCOC(=O)c1ccc(NC(=O)C2(c3cccs3)CCOCC2)cc1,?,12%[10.9 µM],-4%,-8%
CCOc1ccc(C(=O)Nc2c(C(=O)Nc3ccccc3F)oc3ccccc23)cc1OCC,-1.5%,11%[10.9 µM],-4%,?
O=C(O)CSc1nc2ccc(NC(=O)COc3ccc(Cl)cc3)cc2s1,?,4%[10.9 µM],-9%,2%
CCOc1ccccc1NC(=O)c1c(NC(=O)c2cccc(C)c2)sc2c1CCC2,12%,-9%[10.9 µM],8%,8%
Cc1cc(C)cc(Nc2ncnc3onc(-c4ccc(F)cc4)c23)c1,?,19%[10.9 µM],0%,-11%
COC(=O)CSc1nc2c(c(-c3ccc(C)o3)c1C#N)CCCC2,?,-16%,10%,-7%
Cc1ccc(NC(=O)/C(C#N)=C/c2ccc(-c3ccc(Cl)c(C(=O)O)c3)o2)cc1C,?,-4%[10.9 µM],-18%,26%
COc1ccc(NC(=O)c2oc3ccccc3c2NC(=O)c2cc(=O)c3cc(Cl)ccc3o2)cc1,-1.0%,11%[10.9 µM],0%,-10%
COc1ccc(NC(=O)c2ccc3c(SCC(=O)O)c4c(nc3c2)CCCC4)cc1OC,0.6%,-3%[10.9 µM],8%,-6%
COc1cc2c(cc1OC)C(C(=O)N1CCOCC1)C(c1cccs1)N(C)C2=O (stereo not drawn),-1.1%,4%,-7%,-5%
CCc1c(C)c2cc3c(c(C)c2oc1=O)OCN(CCc1ccccc1F)C3,-0.2%,-16%[10.9 µM],-23%,?
Oc1ccc(N2CCN(C(c3ccncc3)c3nnnn3C3CCCC3)CC2)cc1 (stereo not drawn),2.8%,13%,-6%,-1%
CCc1ccccc1NC(=O)Cn1c(=O)ccc2cc(S(=O)(=O)N3CCCC3)ccc21,-1.8%,-12%[10.9 µM],1%,-9%
CCCSc1oc(-c2ccco2)nc1S(=O)(=O)c1ccc(Br)cc1,?,-8%[10.9 µM],8%,-7%
O=C(CN1C(=O)c2ccccc2S1(=O)=O)NCCSc1ccccc1,1.8%,2%,-5%,-4%
Cc1ccc(CCNC(=O)CCSCc2ccc(Cl)cc2)cc1,-1.1%,14%[10.9 µM],-4%,-13%
Cc1ccc(CNS(=O)(=O)c2c(C)nc3sc(C)cn3c2=O)cc1,-1.2%,-12%[10.9 µM],2%,7%
COc1ccc(-n2c(Cc3cccn3C)nnc2SCC(=O)Nc2ccc(C(C)=O)cc2)cc1,1.8%,-18%,-5%,-10%
Cc1ccc(O)c(N=Nc2ccccc2)n1,1.0%&-6.8%,-92%&-91%[inhibitor],20µM*,13µM*
Cc1nn(-c2nnc(C)c(=O)[nH]2)c(C)c1SCC(=O)Nc1ccc(C(C)C)cc1,-0.2%,-8%,-11%,-23%
COc1ccc(CNc2nc3nc(C)c(Cl)c(C)n3n2)cc1OC,-0.5%,-10%,4%,3%
CC12CCC(C(=O)n3c1nc1ccccc13)C2(C)C (stereo not drawn),0.5%,-7%,-5%,-12%

# 3 consecutive records out of the list so far, quoted:
SMILES,IkB sig inh,Peg3 imprint,p53ts 32C kill,p53ts 39C kill
COc1ccccc1OCC(O)CN1CCN(CC(=O)Nc2c(C)cccc2C)CC1 (stereo not drawn),nt,-13%&-6%,10%,-14%
COc1ccc(-n2c(SCC(=O)NCc3ccc(C)cc3)nc3n[nH]c(C)c3c2=N)cc1,0.2%,-8%[10.9 µM],1%,-16%
Cc1cccc(Cn2c(=O)c3c(nc4n3CCCN4Cc3ccccc3)n(C)c2=O)c1,1.6%,-25%,2%,24%

# Going on with the list.
SMILES,IkB sig inh,Peg3 imprint,p53ts 32C kill,p53ts 39C kill
CCOc1ccc(C2C(=O)N(C3CCCCCC3)CC(=O)N2CCC2=CCCCC2)cc1OC (stereo not drawn),2.2%,7%[10.9 µM],12%,-18%
CCC(=O)N1CCc2cc(Br)cc(S(=O)(=O)N3CCCC(C(=O)NCc4ccc(F)cc4)C3)c21 (stereo not drawn),5.6%,-4%[10.9 µM],2%,7%
CCC(C)NC(=O)C1=C(C)C(=O)OC12CCC(C)CC2 (stereo not drawn),-0.4%,3%,-1%,-2%
COc1ccc(C(=O)N2CCN(c3ccc(C)c(C)c3)CC2)cc1OC,5.0%,-15%,4%,-3%
COc1ccc(-n2nc3ccc(NC(=O)c4ccc(-c5cc(Cl)ccc5Cl)o4)cc3n2)cc1,-1.9%,-18%[10.9 µM],2%,-13%
Cc1ccc(-n2ncc3c(NCCCn4ccnc4)ncnc32)c(C)c1,-2.4%,-35%[inhibitor],8%,?
O=C(CN1CCN(C(=O)c2c(F)cccc2F)CC1)Nc1ccccc1F,2.3%,-19%,-7%,-5%
CC(=C(CCOP(=O)(O)O)SC(=O)c1ccccc1)N(C=O)Cc1cnc(C)nc1N,0.3%[25.6 µM],-14%,-16%,7%
Cc1ccc(Nc2nc(-c3ccccc3)nc3ccccc23)cc1,3.7%,-15%[10.9 µM],-9%,-20%
O=C(OCCN1CCOCC1)C(c1ccccc1)c1ccccc1,2.6%,4%,-7%,-1%
COc1ccc(-n2cc(-c3ccccc3)c3c(N4CCCC(C)C4)ncnc32)cc1 (stereo not drawn),?,-19%[10.9 µM],7%,-20%
CCCCn1c2c(c(=O)n(C)c1=O)C(c1ccc(OC)cc1)N1CCCCCC1=N2 (stereo not drawn),-0.2%,-13%,1%,-2%

# Screens deposited in PubChem BioAssay by National Center for Advancing Translational Sciences (NCATS).

# Hits appear at their usual frequency; any-hit rate near 1.7%.
